# GALK inh = inhibitors of human galactokinase (GALK). P51570. recombinant GALK, Kinase-Glo ATP luminescence, 1 h. Potency, µM (top dose mostly 57.5 µM), inactives show top-dose activity, negative = inhibition, hits mostly inhibitors. 44,000 tested, under 10 active. AID 1347072;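 also: plate controls were full GALK reaction for no effect and reaction lacking GALK for full effect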
# Target sequence (P51570 whole entry, looked up): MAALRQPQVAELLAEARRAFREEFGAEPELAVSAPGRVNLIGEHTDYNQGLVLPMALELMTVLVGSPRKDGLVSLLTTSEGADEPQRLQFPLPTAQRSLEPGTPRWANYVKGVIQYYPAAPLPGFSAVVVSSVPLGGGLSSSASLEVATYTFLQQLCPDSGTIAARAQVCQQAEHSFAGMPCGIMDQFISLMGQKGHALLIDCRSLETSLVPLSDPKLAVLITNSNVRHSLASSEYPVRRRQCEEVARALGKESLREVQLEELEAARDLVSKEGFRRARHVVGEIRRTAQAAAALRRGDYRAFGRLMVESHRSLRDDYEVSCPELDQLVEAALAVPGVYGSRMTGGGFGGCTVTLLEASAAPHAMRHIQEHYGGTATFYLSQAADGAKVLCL
#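 5 nM GALK; 35 uM ATP; 100 uM D-galactose; 20 mM HEPES pH 8.0, 5 mM MgCl2, 60 mM NaCl, 1 mM DTT, 0.01% BSA; 1 h RT; Kinase-Glo Plus luminescence.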
# FH mod = Identification of activators of human fumarate hydratase by quantitative high-throughput screening; FH coupled MDH/diaphorase resazurin fluorescence, 15 min; Potency, µM (highest dose often 79.9 µM), for the others: top-dose activity change, negative = inhibition, usual class: inhibitors; AID 1347055, 2019; 54,000 tested, 0.22% active; also: potency is read from the fitted curve at half-maximal effect; % is scaled to controls: 0 for no effect and ±100 for the full control effect; the screen sought activators but most active calls are inhibition curves; nearly all actives have a fitted effect of over 45% in size
# Target sequence (P07954 whole entry, looked up): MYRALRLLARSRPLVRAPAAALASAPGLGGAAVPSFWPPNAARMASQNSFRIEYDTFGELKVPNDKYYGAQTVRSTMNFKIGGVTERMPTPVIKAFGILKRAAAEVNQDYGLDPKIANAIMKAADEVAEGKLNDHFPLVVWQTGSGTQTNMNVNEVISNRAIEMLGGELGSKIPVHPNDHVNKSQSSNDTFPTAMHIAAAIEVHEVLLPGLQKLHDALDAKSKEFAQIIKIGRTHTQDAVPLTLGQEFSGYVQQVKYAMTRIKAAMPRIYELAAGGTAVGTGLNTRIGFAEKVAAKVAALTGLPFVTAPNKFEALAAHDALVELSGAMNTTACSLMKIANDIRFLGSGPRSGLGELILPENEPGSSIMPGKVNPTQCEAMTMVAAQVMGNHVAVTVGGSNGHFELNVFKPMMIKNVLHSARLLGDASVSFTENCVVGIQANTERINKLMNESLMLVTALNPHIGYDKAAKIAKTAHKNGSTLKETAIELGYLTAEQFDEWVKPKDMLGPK
# NTMT1 inh = inhibitors of human N-terminal methyltransferase NTMT1; Q9BV86; NTMT1 MTase-Glo SAH luminescence, purified enzyme; Potency, µM (highest dose often 114 µM), for the others: at the top dose activity change, negative = inhibition, hits mostly inhibitors; 59,000 tested, 2.5% active; AID 1645870;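 also: potency is read from the fitted curve at half-maximal effect; plate controls were DMSO vehicle for no effect and no enzyme for full effect; nearly all actives have a fitted effect of over 65% in size; many of its hits are not listed in these tables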
# p53null 39C tox = p53 null cell cytotoxicity, nonpermissive temperature. AID 904. H1299 p53-null (neo) cells, 39C, ATPlite viability, 24 h. 55,000 tested, 0.97% active. Potency, µM (titrated, usually from 46.1 µM), without a hit: at the top dose activity, negative = cell killing, most hits filed as cytotoxic;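 also: potency is read from the fitted curve at half-maximal effect; 0% = DMSO only and -100% = full killing by 100 µM tamoxifen; nearly all actives have a fitted effect of over 50% in size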
#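 H1299 lung cancer cells, p53-null (H1299-neo) or expressing p53 A138V (H1299-p53A138V), were plated overnight at 37C, then exposed to compounds at up to 46 uM for 24 hr at 39C. Viability was read by ATP-based luminescence.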
# B2AR arrestin ag = agonists recruiting beta-arrestin to human beta2-adrenergic receptor | AID 1347077 | HTLA Tango cells, beta-arrestin recruitment, luciferase luminescence, 18 h | Potency, µM (series often up to 46.1 µM), for the others: top-dose activation, usual class: activators | 44,000 tested, under 10 active;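 also: potency is read from the fitted curve at half-maximal effect; 0% = DMSO and full agonism = EC100 isoproterenol or metaproterenol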
#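 Tango cells expressing recombinant beta2-AR and beta-arrestin were treated with compounds (up to 46 microM titration) in DMEM with 1% FBS for 18 hr at 37 degrees C. Beta-arrestin recruitment drove tTA-dependent luciferase, read by luminescence; curves were fitted and classed.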
# p53null 32C kill = p53 null cell cytotoxicity, permissive temperature; H1299-neo p53 null cells, ATP luminescence, 24 h, 32C; Potency, µM (highest dose often 46.1 µM), for the others: at the top dose activity change, negative = cytotoxicity, hits mostly cytotoxic; 55,000 tested, 0.62% active; AID 903;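 also: potency is read from the fitted curve at half-maximal effect; 0% = DMSO only and -100% = full killing by 100 µM tamoxifen; nearly all actives have a fitted effect of over 55% in size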
#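 Overnight 37C seeding (600 cells/well) of H1299-neo preceded a 24 hr, 32C exposure to compounds up to 46 uM. ATP levels, read by luminescence after 20 min at RT, indicated surviving cells.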
# PTAP-TSG101 blk = blocks PTAP binding to human TSG101, validation. Q99816. Fluorescence polarization, FITC-PTAP peptide/Tsg101, 20 min. Potency, µM (doses to about 115 µM), for inactives: at the highest dose activity change, negative = inhibition, usual class: inhibitors. 44,000 tested, under 10 active; also: potency is read from the fitted curve at half-maximal effect; 0% is about no effect
#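 Fluorescence polarization: Tsg101 binding domain (10 uM final) in 10 mM HEPES pH 7.5, 0.15 M NaCl, 0.01% Tween 20, 3 mM EDTA, 0.1 mM TCEP; compounds pinned; FITC-PTAP peptide 50 nM final; 20 min, r.t.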
# Numbers without * were called inactive; ? = inconclusive; · = no result given; [ ] = remark or other dose. Calls follow the shape of the dose curve; as a rule, active = well fitted curve in the direction sought with a large enough effect; inconclusive = small, poorly fitted or top-dose-only effect, or another doubt; inactive = no such curve, though single readings can be large; an effect the other way counts as inactive or inconclusive. This is a subset (hit frequency here may not be typical).
SMILES,GALK inh,FH mod,NTMT1 inh,p53null 39C tox,B2AR arrestin ag,p53null 32C kill,PTAP-TSG101 blk
O=C1CCCc2cc(S(=O)(=O)NCC3CCC(C(=O)Nc4ccc(Cl)cc4)CC3)ccc2N1 (stereo unspecified),0.0%,-15.5%,-0.6%,18.6%,-0.7%,5.0%,0.3%
Cc1ccc(CNC(=O)c2ccc(CSCc3ccccc3C)o2)cc1,-1.6%,?,-3.4%,-5.2%,0.7%,5.7%,-4.5%
CCOc1ccc(S(=O)(=O)N2CCN(c3ccccc3)CC2)cc1C(N)=O,8.8%,-36.1%,-3.8%,-0.6%,0.5%,-0.1%[9.22 µM],2.5%
Cc1ccc(NC(=O)C(=O)c2cc(C)n(-c3ccc(F)cc3)c2C)cc1C,-0.6%,-11.7%,2.0%,-11.5%,-1.4%,-2.4%,-0.3%
O=C(NCCc1ccccc1)c1cnc2sc(N3CCOCC3)nn2c1=O,4.9%,-10.8%,-1.5%,1.4%,-0.5%,7.7%,-4.1%
COCCn1c(C)cc(O)c(C(c2ccc(Cl)cc2)N2CCCCC2)c1=O (stereo unspecified),-9.4%,18.0%,-2.4%,1.7%,0.7%,-1.5%,0.6%
COC(=O)c1cc2sccc2n1Cc1ccc(F)cc1,0.1%,-7.5%,0.6%,-10.6%,3.4%,9.4%,-0.1%
O=C(COc1ccccc1-c1nc(-c2ccccc2)no1)Nc1ccc([N+](=O)[O-])cc1,-0.5%,3.8%,5.5%,1.6%,-2.5%,-13.0%,1.0%
CCC(=O)OC1=CN(Cc2ccccc2)S(=O)(=O)c2ccccc21,-0.3%,16.1%,-9.1%,-11.2%,-4.7%,-2.8%,1.5%
Cc1cc(C)cc(NC(=O)N2CCN(C(=O)c3nsc4ccccc34)CC2)c1,-2.3%,1.2%,8.9%,0.2%,0.2%,0.4%,-5.3%
Cc1ccc(Cl)cc1NC(=O)c1cnn2c(C(F)F)cc(-c3ccccc3)nc12,1.4%,-1.7%,9.1%,-2.2%,0.9%,-5.4%,-1.9%
Cc1cc2nn(-c3ccc(F)cc3)nc2cc1NC(=O)c1cccc([N+](=O)[O-])c1C,8.4%,-1.5%,-2.4%,0.6%,-1.9%,6.6%,-2.2%
Cc1ccc(Cl)cc1NC(=O)COC(=O)CC(C)(C)CC1=NS(=O)(=O)c2ccccc2N1,0.6%,2.8%,-15.9%,2.3%,-2.2%,-9.3%,0.0%
CCOC(=O)c1noc2ncn(CC(=O)Nc3ccc(C)c(F)c3)c(=O)c12,2.2%,-9.0%,5.2%,-10.7%,-1.3%,-3.2%,0.2%
COc1ccccc1CNC(=O)CCCn1c(=O)c2ccccc2n(Cc2ccc(C)cc2)c1=O,-0.4%,-2.2%,0.4%,-9.4%,0.8%,6.4%,-1.9%
COc1ccc(-c2c3c(nc4sc(C(=O)Nc5ccc(Cl)cc5)c(N)c24)CC(C)(C)CC3=O)cc1,-2.0%,-15.8%,7.3%,23.8%,0.0%,10.4%,1.4%
Cc1nc2ccccc2n1CC(O)COc1ccc(C(=O)O)cc1 (stereo unspecified),-1.9%,9.4%,5.0%,-2.6%,-1.3%,-1.5%,1.5%
CCc1cccc(NC(=O)C(Cc2ccccc2)NS(=O)(=O)c2ccc3c(c2)c(=O)n(C)c(=O)n3C)c1 (stereo unspecified),2.4%,-14.2%,-24.3%,7.7%,0.0%,2.7%,0.1%
CCOC(=O)Cn1nc(-c2ccccc2)c2cnc3ccc(OCC)cc3c21,0.0%,-7.8%,-3.8%,-14.4%,-0.1%,-9.3%,-8.0%
CCCN(CCC)C(=O)Cn1c(=O)n(-c2cccc(C(F)(F)F)c2)c(=O)c2c(C)c(C)sc21,-3.4%,-5.7%,9.2%,-3.5%,-1.7%,15.8%,0.1%
CCc1ccc(NC(=O)C2CCN(S(=O)(=O)c3c(C)noc3/C=C/c3cccs3)CC2)cc1,8.4%,-11.8%,-0.9%,18.2%,1.1%,9.9%,-4.2%
Cc1cccc(OC(=O)c2cc(-c3ccc4c(c3)OCCO4)on2)c1,-4.6%,-19.7%,-19.3%,25.1µM*,-4.0%,?,3.5%
CCOC(=O)N1CCN(CCC(=O)Nc2cc(C)ccc2C)CC1,0.0%,-5.7%,5.5%,50.6%[activator],0.4%,3.7%,-0.9%
CCCSCCCNC(=O)c1ccc2c(c1)nc1n2CCCCC1,0.9%,-2.3%,-6.2%,?,1.1%,?,0.1%
COc1ccc(NC(=O)Cn2c(=O)n(CCC(=O)NCC3CCCO3)c(=O)c3cc(OC)c(OC)cc32)cc1 (stereo unspecified),7.2%,-25.2%,-18.5%,-24.4%,0.4%,-2.7%,1.3%
CCOC(=O)c1ccc(N2C(=O)c3n[nH]c(-c4ccco4)c3C2c2ccc(F)cc2)cc1 (stereo unspecified),7.4%,?,-1.2%,?,-1.3%,66.4%[activator],2.3%
O=C(Nc1ccc(Br)cc1F)c1cc(S(=O)(=O)NC2CCCCC2)ccc1F,0.6%,-4.5%,13.5%,-18.9%,1.5%,-8.8%,-0.4%
CC(C)(C)OC(=O)N1CCC(c2c(C(=O)NCCN3CCC(Cc4ccccc4)CC3)cnn2-c2ccccc2)CC1,-1.5%,?,?,?,-1.1%,-14.0%,-3.8%
O=C(CSc1ccnc(=O)[nH]1)NCc1ccc(F)cc1,1.0%,11.0%,-7.8%,28.2%,-3.6%,-8.5%,-0.6%
O=C(CSc1nc2c([nH]c3ccccc32)c(=O)n1-c1ccc(F)cc1)NCc1ccco1,0.5%,3.8%,?,-23.6%,-0.8%,-8.8%,-5.8%

# Next section, overlapping the part above by 3 compounds.
SMILES,GALK inh,FH mod,NTMT1 inh,p53null 39C tox,B2AR arrestin ag,p53null 32C kill,PTAP-TSG101 blk
CC(C)(C)OC(=O)N1CCC(c2c(C(=O)NCCN3CCC(Cc4ccccc4)CC3)cnn2-c2ccccc2)CC1,-1.5%,?,?,?,-1.1%,-14.0%,-3.8%
O=C(CSc1ccnc(=O)[nH]1)NCc1ccc(F)cc1,1.0%,11.0%,-7.8%,28.2%,-3.6%,-8.5%,-0.6%
O=C(CSc1nc2c([nH]c3ccccc32)c(=O)n1-c1ccc(F)cc1)NCc1ccco1,0.5%,3.8%,?,-23.6%,-0.8%,-8.8%,-5.8%
O=C1CC(c2nc3ccccc3[nH]2)CN1c1cccc(Cl)c1 (stereo unspecified),7.1%,-22.3%,2.1%,-24.0%,-3.9%,-4.0%,-4.2%
O=C(/C=C/c1cn(CC(O)CN2CCc3ccccc32)c2ccccc12)c1ccc(Br)cc1 (stereo unspecified),4.1%,-16.0%,-14.0%,-12.6%,-4.3%,2.9%,5.1%
COc1ccc(C(=O)NC2CC(=O)N(c3ccc4c(c3)OCCO4)C2)cc1 (stereo unspecified),-7.7%,0.0%,-6.6%,9.8%,-2.0%,-4.7%,2.6%
CCOC(=O)CSc1nc2c(sc3ccccc32)c(=O)n1CCc1ccccc1,3.0%,-0.9%,-5.2%,1.3%,-1.6%,-6.0%,-0.1%
O=C(NCCn1cc(SCc2ccccc2)c2ccccc21)c1cccs1,-1.0%,-17.7%,1.3%,·,0.6%,·,-0.8%
Cc1ccc(-n2ncc3c(N4CCN(Cc5ccccc5)CC4)ncnc32)cc1,-0.3%,-12.0%,1.0%,26.5%,-1.5%,-14.4%,-4.6%
COc1cc(OC)cc(C(=O)Nc2cc(-c3nc4cccnc4s3)ccc2C)c1,1.0%,7.0%,4.4%,36.7%[activator],-0.1%,29.3%,-2.7%
COc1ccc(OC)c(NC(=O)Cn2cnc3c(oc4ccccc43)c2=O)c1,3.4%,3.2%,-4.2%,-23.2%,1.9%,-1.9%,-3.0%
Cc1ccc(-n2cc(-c3ccccc3)c3c(N4CCCCC4)ncnc32)cc1,-1.6%,?,-7.7%,0.2%,-0.3%,14.0%,-4.7%
O=C(CCCCCn1c(=O)[nH]c2ccccc2c1=O)NCCc1ccccc1,3.5%,-11.7%,7.8%,8.7%,-2.6%,-2.8%,-0.2%
O=C(NCc1ccccc1Cl)c1ccc2c(c1)NC(=O)C(CS(=O)(=O)Cc1ccc(Cl)cc1)N2 (stereo unspecified),2.0%,·,·,25.7%,0.4%,-3.2%,18.8%
Cc1cccc(N2CCN(C(=O)c3ccc4c(Cl)c5c(nc4c3)CCCC5)CC2C)c1 (stereo unspecified),0.0%,?,18.0%,-9.3%,-0.4%,-3.1%,0.1%
COc1ccc(-c2nnc(SCC(=O)c3ccc(NC(C)=O)cc3)o2)cc1OC,-1.9%,-4.0%,-2.9%,52.9%[activator],2.4%,0.2%,1.2%
Cc1cc(C)c(NC(=O)CN2C(=O)CCSc3ccc(S(=O)(=O)N4CCCC4)cc32)c(C)c1,-0.1%,2.3%,-1.0%,-17.9%,2.7%,-5.2%,-3.6%
COc1ccc(-n2nnnc2C2CCN(S(=O)(=O)c3cccc(C(F)(F)F)c3)CC2)cc1,-3.6%,3.7%,3.5%,-15.9%,-2.0%,7.7%,0.8%
O=C(Cn1cc(S(=O)(=O)Cc2ccccc2Cl)c2ccccc21)NCCc1ccccc1,-3.4%,0.3%,-15.2%,-9.4%,-0.3%,-3.9%,-1.8%
O=C(Nc1nnc(S(=O)(=O)N2CCCc3ccccc32)s1)c1ccccc1,0.0%,5.5%,3.1%,-11.7%,-0.1%,-2.7%,0.7%
CCc1nn2c(=O)c(S(=O)(=O)Nc3ccc(C)c(C)c3)c(C)nc2s1,-0.4%,·,·,-18.6%,1.1%,0.6%,-0.7%
O=C(CN1CCSc2ccccc21)N1CCN(c2cccc(Cl)c2)CC1,-0.9%,-13.0%,14.2%,0.5%,-0.4%,7.2%,-3.1%
Cc1ccc(NC(=O)Cn2c(=O)c(CNc3ccccc3)cc3cc4c(cc32)OCCO4)cc1,1.3%,-3.7%,-12.4%,5.8%,-1.3%,-2.9%,-0.5%
CC(=O)c1cc2c(cc1NC(=O)c1c(C)nn(-c3ccc(C)cc3)c1-n1cccc1)OCO2,3.5%,·,·,24.1%,0.0%,5.9%,-4.9%

# Part of the list above, set out differently:
Molecule	GALK inh	FH mod	NTMT1 inh	p53null 39C tox	B2AR arrestin ag	p53null 32C kill	PTAP-TSG101 blk
O=C(NCc1ccccc1Cl)c1ccc2c(c1)NC(=O)C(CS(=O)(=O)Cc1ccc(Cl)cc1)N2 (stereo unspecified)	2.0%	·	·	25.7%	0.4%	-3.2%	18.8%
Cc1cccc(N2CCN(C(=O)c3ccc4c(Cl)c5c(nc4c3)CCCC5)CC2C)c1 (stereo unspecified)	0.0%	?	18.0%	-9.3%	-0.4%	-3.1%	0.1%
COc1ccc(-c2nnc(SCC(=O)c3ccc(NC(C)=O)cc3)o2)cc1OC	-1.9%	-4.0%	-2.9%	52.9%[activator]	2.4%	0.2%	1.2%
